KCNQ1 pot: human KCNQ1 channel potentiation or activation. P51787. CHO-K1 KCNQ1, thallium flux FluxOR fluorescence; active compounds read high. B-score at 10 µM. 310,000 compounds, 0.35% hits;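 active = fluorescence ratio B-score, a plate-corrected score, at least three library SD, with initial intensity B-score within 5 SD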
Target sequence (P51787 whole entry, looked up): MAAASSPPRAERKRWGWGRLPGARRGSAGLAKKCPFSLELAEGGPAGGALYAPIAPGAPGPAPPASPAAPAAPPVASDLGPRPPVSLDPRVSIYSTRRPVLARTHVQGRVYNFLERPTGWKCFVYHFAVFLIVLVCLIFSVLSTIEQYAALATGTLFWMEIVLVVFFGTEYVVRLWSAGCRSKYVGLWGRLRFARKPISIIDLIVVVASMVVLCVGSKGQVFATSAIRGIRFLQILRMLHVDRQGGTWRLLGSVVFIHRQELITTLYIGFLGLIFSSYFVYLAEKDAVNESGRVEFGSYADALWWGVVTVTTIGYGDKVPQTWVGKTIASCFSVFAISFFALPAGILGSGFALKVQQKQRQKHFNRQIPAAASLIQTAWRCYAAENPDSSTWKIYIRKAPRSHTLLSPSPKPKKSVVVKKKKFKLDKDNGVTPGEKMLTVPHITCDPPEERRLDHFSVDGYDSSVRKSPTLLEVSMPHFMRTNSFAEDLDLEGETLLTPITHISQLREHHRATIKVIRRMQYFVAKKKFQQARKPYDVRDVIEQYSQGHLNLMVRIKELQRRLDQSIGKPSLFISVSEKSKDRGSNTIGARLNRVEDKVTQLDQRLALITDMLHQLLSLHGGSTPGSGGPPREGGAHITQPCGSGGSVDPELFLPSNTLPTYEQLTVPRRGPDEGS
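assay system = CHO-K1 cells stably expressing KCNQ1 | medium = assay buffer, equal DMSO in all wells | timing = 37 °C overnight plating, 90-min dark dye load, 20-min compound pretreatment | measured by = kinetic FluxOR thallium fluorescence, 10-s 1-Hz baseline, 110-s post-stimulus read | measure = fluorescence change relative to baseline, converted to B score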
KCNK9 block: blocks the human KCNK9 two-pore domain potassium channel; Q9NPC2; HEK293 KCNK9, FluxOR thallium flux fluorescence; active compounds read low; B-score at 10 µM; 310,000 compounds, 1.2% hits; AID 488922;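 active = ratio B-score over 3 SD below the library mean, with starting fluorescence within 5 SD of its mean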;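 note: negative B-score means less thallium flux so channel inhibition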
SKKanGAS inh: SKKanGAS growth inhibition | S. pyogenes SKKanGAS, kanamycin growth, BacTiter-Glo, 6 h | inhibition, % at 7.5 µM | 300,000 compounds, 1.3% hits;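 active = mean replicate score, as percent of positive control median, at least 50; inconclusive = mean below 50 but one replicate at or above 50; inactive = mean and every replicate below 50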;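 note: strain carries kanamycin resistance gene driven by streptokinase promoter and grows in 40 µg/ml kanamycin; loss of luminescence reflects streptokinase promoter inhibition or plain growth inhibition; 0% = median of DMSO wells and 100% = positive control at its reference dose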
TMEM16A inh: blocks the mouse calcium-activated chloride channel TMEM16A. 310,000 compounds, 1.2% hits. normalized B-score (activity score, 25-100; higher = stronger inhibition) at 10 µM. Q8BHY3. HEK293 TMEM16A/YFP iodide influx fluorescence, ionomycin;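 active = ratio plate-corrected score three or more library SD toward inhibition, starting fluorescence score within five deviations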;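 note: score derived from kinetic fluorescence span divided by baseline fluorescence per well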
TMEM16A act: activates or potentiates the mouse TMEM16A chloride channel. Q8BHY3. HEK293 TMEM16A/YFP-H148Q/I152L, iodide quench fluorescence; active compounds read low. B-score at 10 µM. 340,000 compounds, 0.3% hits. AID 623877;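 active = fluorescence-ratio B-score plate-corrected deviation score at least 3 library SD below zero, with starting fluorescence score within 5 deviations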;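 note: channel opened by trigger with iodide after compound preincubation; score built on the fluorescence ratio of max minus min over baseline; more negative score means more quench and so TMEM16A activation or potentiation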
HDAC3 inh: inhibitors of human histone deacetylase 3; recombinant HDAC3, fluorogenic peptide/trypsin coupled, fluorescence; O15379; AID 2718; inhibition, % at 8.3 µM; 320,000 compounds, 0.15% hits; in the data active = inhibition above about 26%, passing the limit was not always enough; inconclusive = no clear call, values can overlap the other calls
Target sequence (O15379 whole entry, looked up): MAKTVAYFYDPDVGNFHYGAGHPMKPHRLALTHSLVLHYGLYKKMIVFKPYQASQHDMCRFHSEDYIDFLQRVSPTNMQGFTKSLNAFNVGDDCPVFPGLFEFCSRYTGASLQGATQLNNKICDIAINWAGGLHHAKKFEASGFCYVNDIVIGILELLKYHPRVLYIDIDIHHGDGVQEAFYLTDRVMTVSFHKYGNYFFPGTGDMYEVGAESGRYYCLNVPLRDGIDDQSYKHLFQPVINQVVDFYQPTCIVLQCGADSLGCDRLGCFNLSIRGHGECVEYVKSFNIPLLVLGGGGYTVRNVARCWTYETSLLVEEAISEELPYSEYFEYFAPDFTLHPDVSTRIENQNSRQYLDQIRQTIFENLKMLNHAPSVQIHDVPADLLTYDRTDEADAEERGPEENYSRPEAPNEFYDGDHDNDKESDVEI
KCNQ1 inh: inhibitors of human KCNQ1 potassium channel; P51787; CHO-K1 KCNQ1, FluxOR thallium flux fluorescence; active compounds read high; B-score at 10 µM; 310,000 compounds, 1.3% hits; AID 2642;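 active = compounds whose thallium flux B-score, printed positive for inhibition, exceeds three library SD while starting fluorescence stays within three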;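 note: channel opened by potassium depolarization with thallium stimulus after 20 min compound exposure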
KCNK3 inh: human KCNK3 channel inhibition, primary screen; O14649; CHO-KCNK3 thallium flux, FluxOR fluorescence; active compounds read low; B-score at 10 µM; 340,000 compounds, 0.84% hits; AID 602410;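 active = B-score under library mean minus 4 SD, starting fluorescence ratio at most library mean plus 5 SD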;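 note: more negative B-score means stronger inhibition of thallium flux through KCNK3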
RGS4 inh: inhibitors of human RGS4 | P49798 | HEK293 M3R/RGS4 inducible, Fluo-4 calcium flux; active compounds read high; triggered by carbachol at its EC20 | B-score at 10 µM | 310,000 compounds, 0.45% hits | AID 463165;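 active = B-score, a plate-corrected calcium signal, over three deviations above library mean, with baseline fluorescence within five deviations of library mean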;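 note: RGS4 expression induced by doxycycline in cells with stable M3 receptor; B-score is computed from the integrated fluorescence ratio over baseline after carbachol; higher B-score means a larger calcium signal and so more RGS4 inhibition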
RGS4 act: potentiators or activators of RGS4 | HEK293 M3R/inducible RGS4, carbachol calcium flux Fluo4; active compounds read low | B-score at 10 µM | 310,000 compounds, 0.92% hits;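 active = B-score of the integrated calcium signal more than 4 SD below the library mean, with starting fluorescence not abnormally high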;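 note: negative B-score means reduced calcium response which marks RGS4 activation or potentiation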
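Also added: carbachol at ECmax as muscarinic agonist stimulus; Assay system: HEK293 cells with stable M3R and inducible RGS4; Timing: overnight RGS4 induction, 30 min dye load 37 °C, 20 min compound RT; Measured by: Fluo4-AM (2 µM) calcium-flux fluorescence, kinetic read.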
hERG rescue: shields human hERG channel from block by proarrhythmic agents; Q12809; CHO-hERG, FluxOR thallium flux, dofetilide IC70 present; activation (rescue from dofetilide block), less the hit threshold, % at 10 µM; 310,000 compounds, 0.51% hits;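 active = activation above the mean of controls blocked by dofetilide plus 5 SD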;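 note: thallium influx through hERG after potassium depolarization seen as dye fluorescence rise; in these data hits start at about 4.7%; inactives centre near -7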
* hit, by the source's call; i = inactive; ? = inconclusive; · = not tested or not shown.

SMILES	KCNQ1 pot	KCNK9 block	SKKanGAS inh	TMEM16A inh	TMEM16A act	HDAC3 inh	KCNQ1 inh	KCNK3 inh	RGS4 inh	RGS4 act	hERG rescue
Cc1ccc(C(=O)CSc2nnc(COc3cccc4cccnc34)o2)cc1	i	i	-2.4	i	i	5.7	i	i	i	i	-0.8
O=C(NCCc1ccncc1)c1ccccc1F	i	i	2.7	i	i	-5.6	i	i	i	i	-4.9
Cc1ccc(SCc2ccc(C(=O)NCc3ccncc3)cc2)cc1	i	i	-3.6	i	i	?	i	i	i	i	-15.6
CC1CN=C(N(C(=O)Nc2ccccc2)C(C)C)S1 (stereo not drawn)	i	i	-1.3	i	i	1.5	i	i	i	i	-15.9
O=C(CSCC(=O)NC1CC1)Nc1ccccc1	i	i	7.2	i	i	-0.1	i	i	i	i	-14.2
CCOC(=O)C1(Cc2cccc(OC)c2)CCCN(C(=O)c2ccc(OC)o2)C1 (stereo not drawn)	i	i	-3.7	i	i	0.0	i	i	i	i	-12.6
O=C(NCc1ccc(F)cc1)c1ccc(N2CCOCC2)c([N+](=O)[O-])c1	i	i	-4.2	i	i	-0.9	i	i	i	i	-4.5
CCOc1ccc(/C=N/n2c(-c3ccccc3)n[nH]c2=S)cc1	i	i	33.5	i	i	4.9	i	i	i	i	-8.8
NC(=S)NNC(=O)Nc1cccc(Cl)c1	i	i	-2.0	i	i	-6.2	i	i	i	i	-5.4
O=C(NCCCN1CCc2ccccc2C1)C1CCN(S(=O)(=O)N2CCCC2)CC1	i	i	-1.7	i	i	7.6	i	i	i	i	-5.1
COc1cccc(C2Nc3ccccc3C(=O)N2c2ccc(F)cc2)c1O (stereo not drawn)	i	i	-1.3	i	i	0.0	i	i	i	i	-3.7
O=C(CCS(=O)(=O)c1ccccc1)NCCS(=O)(=O)c1ccccc1	i	i	3.0	i	i	1.9	i	i	i	i	-6.2
O=C(c1ccc(S(=O)(=O)N2CCCC2)cc1)N1CCC(CN2C(=O)c3cccc4cccc(c34)C2=O)CC1	i	i	5.8	i	i	3.5	i	i	i	i	-16.0
O=C(Nc1ccsc1C(=O)NC1CCCCC1)c1ccc(F)cc1	i	i	3.0	i	i	-5.5	i	i	i	i	-17.9
COC(=O)c1ccc(C(c2c(N)n(CC(C)C)c(=O)[nH]c2=O)N2CCN(c3ccccc3)CC2)cc1 (stereo not drawn)	i	i	-15.3	i	i	-0.6	i	i	i	i	-10.1
COc1cc(/C=C/C(=O)OCC(=O)NC(=O)NC(C)(C)C)ccc1OCC#N	i	i	-3.4	i	i	-9.3	i	i	i	i	-13.5
CCn1c(=O)cc(SCC(=O)N(C)Cc2ccccc2)c2ccccc21	i	i	0.2	i	i	2.1	i	i	i	i	-11.5
Cn1c(=O)oc2cc(S(=O)(=O)Nc3ccc(O)cc3)ccc21	i	i	0.2	i	i	0.2	i	i	i	i	-4.0
Fc1ccccc1/C=N/Nc1ncnc2ccccc12	i	i	6.5	i	i	4.7	i	i	i	i	-5.8
Cc1c(/N=C(\[O-])Nc2ccc(Br)cc2)sn[n+]1C	i	i	-8.5	i	i	1.4	i	i	i	i	-3.8
CN(CC(=O)Nc1ccc(Cl)c(C(F)(F)F)c1)C(=O)CCN1C(=O)C2CC=CCC2C1=O (stereo not drawn)	i	i	-8.0	i	i	-3.0	i	i	i	i	-11.8
CC(=O)NC(Cc1ccc(C)cc1)C(=O)NC1CCN(c2ncccc2[N+](=O)[O-])CC1 (stereo not drawn)	i	i	-2.9	i	i	-0.5	i	i	i	i	2.4
COc1ccc(N(CC(=O)Nc2cc([N+](=O)[O-])ccc2C)S(C)(=O)=O)cc1OC	i	i	-6.9	i	i	0.9	i	i	i	i	-8.8
CCCN(C(=O)CSCC(=O)Nc1cccc(C)c1)c1c(N)n(Cc2ccccc2)c(=O)[nH]c1=O	i	i	-0.9	i	i	0.4	i	i	i	i	-11.4
Cc1ccccc1C(=O)N1CCC(C(=O)N2CCN(S(=O)(=O)c3ccccc3F)CC2)CC1	i	i	4.4	i	i	-3.1	i	i	i	i	-10.9
CCN(c1ccc(OC)cc1)S(=O)(=O)c1nnc(NC(=O)COc2ccc(F)cc2)s1	i	i	22.0	i	i	5.2	i	i	i	i	-6.3
CC(C)(C)SCCNC(=O)c1ccc(Cl)c([N+](=O)[O-])c1	i	i	-12.3	i	i	1.3	i	i	i	i	-13.0
O=C(NCCc1c[nH]c2ccccc12)C(=O)NCC1OCCN1S(=O)(=O)c1ccc(Cl)cc1 (stereo not drawn)	i	i	-2.7	i	i	?	i	i	i	i	-9.4
C=C(C)COc1ccc(C2NC(=O)c3ccccc3O2)cc1OCC (stereo not drawn)	i	i	-2.5	i	i	0.2	i	i	i	i	-7.1
CCOC(=O)CN1CC23C=CC(O2)C(C(=O)Nc2ccc(F)cc2)C3C1=O (stereo not drawn)	i	i	-6.3	i	i	0.2	i	i	i	i	-11.2
CC(C)(C)NC(=O)NC(=O)COC(=O)C1c2ccccc2Oc2ccccc21	i	i	10.1	i	i	-5.0	i	i	i	i	-0.7
O=C(NCc1ccccc1)N1CCN(CCO)CC1	i	i	-3.0	i	i	-0.9	i	i	i	i	-6.2
O=C(Cn1nnc2ccccc2c1=O)NCc1ccc(Cl)cc1	i	i	11.0	i	i	-2.4	i	i	i	i	-19.7
COc1ccc(Br)cc1CNC(=O)c1ccc2c(c1)N(C)CCS2	i	i	4.7	i	i	0.1	i	-10.3*	i	i	-14.1
NC(=O)CSc1nnnn1-c1ccccc1Cl	i	i	11.8	i	i	-0.4	i	i	i	i	-6.0
C=CCN(C(=O)CSC1=NC(=O)CN1C(C)=O)c1nc(C)c(-c2ccccc2)s1	i	i	-14.9	i	i	68.1*	i	i	i	i	-14.9
CCN(C(=O)CSc1nnc(-c2ccccc2)o1)c1c(N)n(Cc2ccccc2)c(=O)[nH]c1=O	i	i	-3.9	i	i	1.6	i	i	i	i	-1.4
Cc1cc(C)c2c(-n3cccc3)c(NC(=O)OCc3ccccc3)sc2n1	i	i	18.4	i	i	-2.1	i	i	i	i	-11.9
COc1ccccc1CNC(=O)c1cc2c(s1)CS(=O)(=O)C2	i	i	-0.4	i	i	5.1	i	i	i	i	-1.8
COc1ccccc1NCC(=O)N/N=C/c1sccc1C	i	i	-3.2	i	i	-1.7	i	i	i	i	-10.2
COc1ccc(S(=O)(=O)N2CCC(C(=O)Nc3cccc(C(C)=O)c3)CC2)cc1C	i	i	5.7	i	i	-0.2	i	i	i	i	-11.0
CCOc1ccccc1OCCCC(=O)Nc1sccc1C(N)=O	i	i	-0.3	i	i	3.7	i	i	i	i	-9.1
Cc1csc(SCC(=O)Nc2cccc(S(=O)(=O)N3CCCC3)c2)n1	i	i	-5.5	i	i	·	i	i	i	i	-3.9
COc1ccc(S(=O)(=O)N2CCCCCC2)cc1C(=O)N(C)Cc1ccc(Cl)cc1Cl	i	i	-7.7	i	-21.6*	3.8	i	i	i	i	-6.6
Cc1cnc(NC(=O)CCc2ccccc2)s1	i	i	9.9	i	i	0.0	i	i	i	i	-3.7
CCCCC(=O)Nc1ccc(C(=O)Nc2ccc(OC)cc2[N+](=O)[O-])cc1	i	i	-3.6	i	i	-0.8	i	i	i	i	-6.9
CC(C)CC(=O)Nc1ccc2c(c1)OCO2	i	i	0.4	i	i	-4.1	i	i	i	i	-5.1
COc1ccc(C(=O)Nc2ccccc2Cc2ccccc2)c(OC)c1	i	i	0.6	i	i	-0.8	i	i	i	i	-8.5
Cc1ccc(C(=O)NCCNC(=O)c2ccccn2)cc1	i	i	1.1	i	i	1.7	i	i	i	i	-5.9
CCn1ncc2c(OCc3ccc(C#N)cc3)cc(C)nc21	i	i	-11.4	i	i	8.0	i	i	i	i	-11.2
CCc1ccc2[nH]c(=O)c(C(c3nnnn3Cc3ccccc3)N3CCOCC3)cc2c1 (stereo not drawn)	i	i	-5.7	i	i	0.1	i	i	i	i	-10.3
COc1cc(/C=N/NC(=O)c2ccccn2)cc2c1OCO2	i	i	0.6	i	i	0.4	i	i	i	i	-8.5
COC(=O)c1c(NC(=O)c2cccc(N3C(=O)CCC3=O)c2)sc2c1CCN(C(C)=O)C2	i	i	2.2	i	i	-3.4	i	i	i	i	-11.2
CC(=O)c1cc(CN2CCN(Cc3ccccc3)C(CCO)C2)cs1 (stereo not drawn)	i	i	-6.3	i	i	1.3	i	i	i	i	-11.7
Cn1c(NC(=O)c2ccc(F)c(F)c2)cc(=O)n(C)c1=O	i	i	-3.0	i	i	7.1	i	i	i	i	-5.3
COc1ccc(-c2ncc(CN3CCN(CCC(C)C)C(CCO)C3)cn2)cc1 (stereo not drawn)	i	i	-0.9	i	i	0.7	i	i	i	i	-11.7
O=C(O)C1CCCCC1C(=O)NC1CCCCC1 (stereo not drawn)	i	i	5.2	i	i	0.8	i	i	i	i	-6.1
CN1CCN(C(=O)CSc2ccc(C(F)(F)F)cc2[N+](=O)[O-])CC1	i	i	-1.8	i	i	6.3	i	i	i	i	-7.9
O=C(NCc1ccccc1)c1ccc(Cl)nc1	i	i	2.2	i	i	-1.1	i	i	i	i	-3.8
O=C(CSc1nc2ccccc2[nH]1)N/N=C/C=C\c1ccccc1[N+](=O)[O-]	i	i	-4.1	i	i	?	i	i	i	i	-11.6
Further results:
SMILES	KCNQ1 pot	KCNK9 block	SKKanGAS inh	TMEM16A inh	TMEM16A act	HDAC3 inh	KCNQ1 inh	KCNK3 inh	RGS4 inh	RGS4 act	hERG rescue
N#Cc1ccc(C(=O)Nc2ccc([N+](=O)[O-])cc2)c(F)c1	i	i	5.4	i	i	0.5	i	i	i	i	-4.7
O=C1C2CC=CCC2C(=O)N1c1ccc(NCCc2ccccc2F)c([N+](=O)[O-])c1 (stereo not drawn)	i	i	-25.9	i	i	-4.5	i	i	i	i	-3.2
COc1ccc(Cc2nc3ccc(C(=O)NCCn4ccnc4C)cc3o2)cc1OC	i	i	-0.6	i	i	-4.2	i	i	i	i	-10.4
CCOC(=O)Cn1nc(-c2ccccc2)ccc1=O	i	i	-3.1	i	i	-4.5	i	i	i	i	-6.9
